Assay outcomes deposited in PubChem BioAssay by National Center for Advancing Translational Sciences (NCATS).
IL-1B inflam inh – inhibitors of inflammasome signaling (IL-1 beta secretion); AID 743279; THP-1 LPS/ATP IL-1B secretion, AlphaLISA, 16 h; hits give low values; 360,000 tested, 4.7% active; activity change, % at 57.5 µM; in the data active = activity change below about -50%; inconclusive = mostly about -30% to -49%; also: % is scaled to controls: 0 for no effect and ±100 for the full control effect
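THP-1 cells pretreated 1 hr with compounds (up to 57.5 uM final), then stimulated with LPS (250 ng/mL final) plus ATP (1.25 mM final); secreted IL-1B measured by AlphaLISA after 16 hr, decreased signal indicating inhibition.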
SW480 rerep – inducers of DNA re-replication in SW480 colon cancer cells; Potency, µM (highest dose often 46.1 µM), without a hit: at the top dose re-replication activation, most hits filed as activators; 340,000 tested, 1.8% active; SW480 DNA re-replication, Hoechst DNA content imaging, 48 h; also: potency is read from the fitted curve at half-maximal effect; % of control where 0% means no effect; nearly all actives have a fitted effect of over 55% in size
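Image-based DNA-content assay: after two days of treatment, nuclei were labelled with the DNA dye Hoechst and imaged, and hits were compounds raising the count of nuclei showing high fluorescence intensity.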
KB-V1 MDR tox – kills drug-selected multidrug resistant KB-V1 cells; KB-V1 MDR cells viability, CellTiter-Glo, 72 h; Potency, µM (titrated, usually from 46.1 µM), for the others: top-dose activity change, negative = cytotoxicity, usual class: cytotoxic; 400,000 tested, 3.4% active; also: potency is read from the fitted curve at half-maximal effect; % is scaled to controls: 0 for no effect and ±100 for the full control effect; nearly all actives have a fitted effect of over 60% in size
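Potencies derive from concentration-effect curves fitted to normalized luminescence (CellTiter-Glo) of KB-V1 cells treated for 72 h at 37 degrees C in phenol-red-free DMEM containing 10% FBS.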
HT1080 IDH1KD tx – kills HT-1080 cells with IDH1 knockdown | 360,000 tested, 2% active | Potency, µM (series often up to 46.1 µM), inactives show top-dose activity, negative = toxicity, hits mostly cytotoxic | HT-1080 IDH1 knockdown viability, ATP luminescence, 48 h;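 also: potency is read from the fitted curve at half-maximal effect; 0% = DMSO wells and -100% = cell-free medium wells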
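IDH1KD HT-1080 cells, 750/well, RPMI + 5% FBS; compound pinned after 2 h settling; 48 h, 37 °C; CellTiter-Glo luminescence; % activity normalised to DMSO and no-cell wells; curves fitted, classed by r2 and efficacy.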
GLP1R cytotox – cytotoxicity in counter-screen for GLP-1R inverse agonists | HEK293 cAMP-luciferase reporter cells, luminescence, 24 h | 410,000 tested, 0.13% active | Potency, µM (top dose mostly 38.3 µM), inactives show top-dose activity change, negative = inhibition, hits mostly inhibitors;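 also: loss of luciferase light is scored as toxicity; potency is read from the fitted curve at half-maximal effect; % is scaled to controls: 0 for no effect and ±100 for the full control effect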
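To flag toxic compounds, the library was rerun on cells for 24 hr at 37 deg C and 5% CO2. Viability-linked luminescence was captured 12 min after adding luciferase detection reagent.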
HT1080NT lethal – kills 2HG-producing HT-1080-NT fibrosarcoma cells; 360,000 tested, 1.6% active; HT-1080-NT fibrosarcoma viability, CellTiter-Glo ATP luminescence, 48 h; AID 686970; Potency, µM (top dose mostly 46.1 µM), inactives show at the highest dose activity, negative = less viability, actives largely listed as cytotoxic;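 also: NT is the 2HG producing partner of a matched IDH1 knockdown line; potency is read from the fitted curve at half-maximal effect; 0% = DMSO-treated cells and -100% = media-only wells without cells; nearly all actives have a fitted effect of over 55% in size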
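Luminescent CellTiter-Glo readout after 48 hours of compound exposure at 37 degrees C defined viability of HT-1080-NT cells. Activity was normalized to DMSO wells and cell-free media wells; concentration-response curves were fitted and assigned curve classes.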
MCF10A rerep – induces DNA re-replication in MCF 10a normal breast cells; MCF 10A DNA re-replication, Hoechst nuclear intensity, 48 h; Potency, µM (top dose mostly 46.1 µM), for the others: at the highest dose activity, positive = re-replication, hits mostly activators; 350,000 tested, 2.9% active; also: potency is read from the fitted curve at half-maximal effect; % of control where 0% means no effect; nearly all actives have a fitted effect of over 50% in size
KB-3-1 cytotox – KB-3-1 parental cell cytotoxicity; KB-3-1 viability, CellTiter-Glo ATP luminescence, 72 h; Potency, µM (series often up to 46.1 µM), for the others: top-dose activity change, negative = cytotoxic, most hits filed as cytotoxic; 400,000 tested, 1.4% active; AID 1347075; also: potency is read from the fitted curve at half-maximal effect; % is scaled to controls: 0 for no effect and ±100 for the full control effect; nearly all actives have a fitted effect of over 60% in size
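Parental KB-3-1 adenocarcinoma cells in phenol-red-free DMEM with 10% FBS were pin-treated with compounds at several concentrations, incubated 72 h at 37 °C, and viability read by CellTiter-Glo luminescence; concentration-effect curves were fitted after normalization.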
D3 ag – agonists of human D3 dopamine receptor; 410,000 tested, 0.58% active; D3R DiscoveRx beta-arrestin cells, luminescence, 90 min; AID 652048; max activation, %; P35462; in the data active = max activation above about 30%; also: 0% is about no effect; mostly tested at two doses, the higher about 12 µM
Target sequence (P35462 whole entry, looked up): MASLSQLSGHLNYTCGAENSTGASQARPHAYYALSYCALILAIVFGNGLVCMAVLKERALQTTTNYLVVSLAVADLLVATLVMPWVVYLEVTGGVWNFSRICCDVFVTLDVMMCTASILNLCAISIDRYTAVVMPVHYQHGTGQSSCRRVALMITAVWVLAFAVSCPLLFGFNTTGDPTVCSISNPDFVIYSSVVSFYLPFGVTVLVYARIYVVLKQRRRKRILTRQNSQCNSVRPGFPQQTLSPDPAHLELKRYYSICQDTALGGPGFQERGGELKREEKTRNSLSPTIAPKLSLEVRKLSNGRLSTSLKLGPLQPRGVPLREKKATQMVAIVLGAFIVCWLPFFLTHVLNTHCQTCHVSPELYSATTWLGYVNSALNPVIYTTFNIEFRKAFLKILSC
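Cells at 1500/well, incubated overnight, then treated with pinned compounds (dopamine as control) for 90 min at 37 degrees C. DiscoveRx reagent added for 30 - 60 minutes at room temperature; luminescence read.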
The depositor's hits bear a star; ? = inconclusive; / = not tested or not shown; & = joins results of further samples; [ ] = dose if it differs, or a comment. Unless noted, calls follow the shape of the dose curve; as a rule, active = well fitted curve in the direction sought with a large enough effect; inconclusive = small, poorly fitted or top-dose-only effect, or another doubt; inactive = no such curve, though single readings can be large; an effect the other way counts as inactive or inconclusive. The order is random; 11% or so of the library scored in one or more.

SMILES	IL-1B inflam inh	SW480 rerep	KB-V1 MDR tox	HT1080 IDH1KD tx	GLP1R cytotox	HT1080NT lethal	MCF10A rerep	KB-3-1 cytotox	D3 ag
COc1ccc(NC(=O)/C=C/c2ccc(OC(F)F)cc2)cn1	-53.9*	?	-12.4%	?	-2.5%	-12.7%	20.6µM*	-11.4%	-10.4
Cc1c(C(=O)NCCN(C)C)sc2nc3n(c(=O)c12)CCC3	/	/	3.0%	/	4.2%	/	/	7.0%	-9.0
COc1ccccc1CN1CCc2c([nH]c3ccccc23)C1	7.7	0.9%	-11.5%	-12.8%	3.7%	-15.0%	10.8%	-0.7%	-5.6
COc1ccc(CCNC(=O)C2CCN(Cc3nc(-c4cccc(Cl)c4)oc3C)CC2)cc1OC	-3.3	6.6%	3.26µM*	-24.1%	-21.9%	-10.4%	17.8%	?	-6.6
CCCCN1C(=O)C(=O)N(CC(=O)Nc2ccc(OC(F)(F)F)cc2)C1=O	33.2	-2.4%	?	-0.3%	-7.2%	4.6%	8.9%	2.6%	6.2
CN(Cc1ccco1)C(=O)C1CCN(c2nnc(-n3cccc3)s2)CC1	10.4	-15.0%	?	0.0%	-9.2%	1.9%	10.7%	-23.9%	-1.1
COc1ccccc1OCC(O)CN1CCN(CC(=O)Nc2c(C)cccc2C)CC1 (stereo not drawn)	2.7&-9.5	11.0%	?	-9.3%&-2.1%	1.7%&-8.7%	27.0%&15.1%	-0.6%	0.0%&0.0%	0.0&-37.9&3.0
O=P(O)(O)c1ccccc1OCc1ccccc1	-1.5	-4.2%	2.3%	15.4%	12.3%	16.4%	7.9%	12.9%	4.2
CC1Cc2ccccc2N1C(=O)CCN1C(=O)C2C3C=CC(C3)C2C1=O (stereo not drawn)	26.7	-3.2%	-12.3%	-0.2%	-22.8%	-3.2%	-7.6%	12.7%	2.5
Cc1ccc(SCCC(=O)OCC(=O)Nc2ccc(S(N)(=O)=O)cc2)cc1	?	-10.6%	-2.7%	3.8%	11.8%	0.0%	-8.4%	-0.2%	4.6
CC(Nc1nc(N2CCOCC2)nc2ccccc12)c1ccccc1 (stereo not drawn)	0.0	2.4%	-12.4%	?	-12.2%	?	?	1.8%	-7.2
CCCCN1C(=O)C(C(=O)OCC)CC2=C1CCCC2=O (stereo not drawn)	17.6	-1.8%[9.22 µM]	-7.0%	6.5%	1.4%	14.6%	-9.6%	10.5%	10.9
CN1CCN(c2ccccc2NC(=O)c2ccc([N+](=O)[O-])cc2Cl)CC1	7.5	-55.6%[inhibitor][1.84 µM]	7.7%	-6.3%	0.2%	0.3%	14.5%	4.9%	-8.9
O=C(c1nn(Cc2ccccc2)c(=O)c2ccccc12)N1CCN(c2ccccn2)CC1	9.5	3.2%	2.31µM*	-11.7%	?	-11.3%	?	0.6%	-1.4
O=C(NCCc1c[nH]c2ccccc12)OC1CC2CC1[C@H]1CCCCN1C2=O (stereo partly drawn)	4.2	/	13.0%	-2.4%	-5.9%	1.1%	/	-2.0%	-1.0
COc1ccc(NC(=S)N(CCc2ccc(OC)c(OC)c2)Cc2ccccn2)cc1	38.4	1.4%	?	-0.9%	-18.7%	-12.4%	4.4%	8.7%	1.9
COc1ccc(/C(N)=N/OC(=O)c2cccs2)cc1	21.3	-13.3%	21.0%	7.4%	-22.9%	9.3%	9.3%	1.1%	2.9
CCCc1cc(=O)[nH]c(SCC(=O)c2cc(C)n(-c3cc(C)on3)c2C)n1	17.4	0.5%[1.84 µM]	3.0%	-10.2%	-2.6%	-10.4%	-6.8%	1.7%	29.9
Cc1cc(C)nc(SCC(=O)N/N=C/c2cccn2-c2ccc(O)cc2)n1	-4.8	-0.2%	?	1.9%	-16.4%	-1.0%	7.5%	1.5%	-1.4
COCCNC(=O)C1(C)CCCN(Cc2cccc(OC(=O)c3ccccc3)c2)C1 (stereo not drawn)	33.8	/	4.0%	9.0%	-0.8%	9.2%	/	0.0%	0.2
C[C@H]1CN([C@@H](C)CO)S(=O)(=O)c2ccc(Br)cc2O[C@H]1CN(C)C(=O)NC1CCCCC1	?	/	3.7%	-7.5%	-1.4%	3.9%	/	15.4%	4.0
CCOC(=O)N1CCC(NC(=O)CS(=O)Cc2nc(-c3ccc(Cl)cc3)oc2C)CC1 (stereo not drawn)	5.1	13.6%	-10.8%	?	-5.7%	18.4µM*	14.7%	-15.9%	-3.8
COc1cc(C(=O)NCCc2cc3c(OC)ccc(OC)c3[nH]c2=O)cc(OC)c1OC	-21.8	2.2%	2.8%	-9.5%	1.9%	-3.0%	-1.1%	-0.3%	-1.5
O=C(Nc1ccccc1N1CCOCC1)c1ccc(Br)o1	-10.0	-3.7%	?	10.9%	26.0%	-8.5%	?	?	16.6
O=C(COC(=O)c1ncc(Cl)c(Cl)c1Cl)Nc1ccccc1OC(F)F	32.3	-0.8%	5.6%	-7.6%	-5.8%	6.1%	6.1%	1.0%	2.5
CCOc1ccc(N(CC(=O)NCCSCc2ccco2)S(=O)(=O)c2ccc(C)cc2)cc1	11.0	-1.1%	-14.8%	-18.7%	0.3%	-23.2%	-0.3%	2.5%	-3.4
O=C(COc1ccc(/C=N/NC(=O)c2ccccc2)cc1)Nc1ccc([N+](=O)[O-])cc1	12.8	-1.8%	-0.4%	-13.8%	-9.1%	-22.0%	1.1%	-0.4%	1.1
C/C(CC(=O)Nc1ccc([N+](=O)[O-])cc1)=N/NC(=O)C1CC12CCC2 (stereo not drawn)	-13.5	?	0.9%	-3.0%	1.8%	-13.4%	-22.7%	1.1%	-15.8
CC1CN(S(=O)(=O)c2cccc(C(=O)Nc3ccccc3N3CCOCC3)c2)CC(C)O1 (stereo not drawn)	-1.2	15.8%	?	-4.0%	-1.4%	-0.6%	9.7%	0.0%	0.2
CC(=O)N1CCN(S(=O)(=O)c2cccc(C(=O)NC3CCC(C)CC3)c2)CC1 (stereo not drawn)	35.3	2.0%	-0.1%	1.4%	9.3%	-0.2%	-3.7%	1.3%	-1.6
COc1ccc(CCN(C(=O)c2snc(C(N)=O)c2N)C(C)C(=O)NC2CCCCC2)cc1OC (stereo not drawn)	-19.0	10.4%	?	-0.4%	-0.5%	-0.9%	-14.6%	0.7%	1.9
COc1cc(-c2cnc3c(NC=O)cc(-c4cccc(C(=O)NCCN(C)C)c4)cn23)cc(OC)c1OC	129.1	/	6.2%	-0.9%	-8.8%	5.2%	/	0.0%	-5.2
O=C(c1ccc(Cl)cc1)c1c[nH]cc1-c1ccccc1	-26.9	-1.0%	14.9%	2.5%	-4.0%	8.2%	2.9%	?	2.3
O=C(O)C/C(=C\c1cccc(NC(=O)c2ccccc2Cl)c1)c1nc2ccccc2s1	48.5	21.1%	10.2%	-2.3%	-6.1%	-9.8%	-1.4%	-8.7%	2.1
Cc1ccc(CNC(=O)COC(=O)COc2ccc(C#N)cc2)cc1	-13.0	4.2%	?	-4.0%	2.7%	-4.1%[9.24 µM]	1.4%	3.2%	-5.2
Cc1cc(C)c2c(=O)n(-c3ccccc3)[nH]c2n1	-3.0	1.5%	-5.8%	6.8%	-11.1%	-5.3%	1.0%	1.4%	3.3
COc1ccc(S(N)(=O)=O)cc1C(N)=O	12.1	-1.2%	16.9%	0.9%	5.5%	3.4%	-5.9%	27.8%	-3.5
O=C(OC(C(=O)NC1CCCCC1)c1ccccn1)c1cccs1 (stereo not drawn)	17.9	-0.3%	3.9%	6.2%	-8.2%	1.3%	3.6%	11.8%	-3.7
N#Cc1c(C(F)(F)F)cc(-c2ccccc2)nc1SCCN1CCOCC1	-15.8	?	20.2%	0.0%	-13.4%	-1.5%	?	14.3%	23.6
CCCCn1c(N)c(N(CCOC)C(=O)C2CCN(S(=O)(=O)c3ccc(Cl)cc3)CC2)c(=O)[nH]c1=O	23.3	-6.2%	-0.9%	-1.2%	-0.6%	3.2%	-1.0%	4.7%	-1.6
CCn1ccc(C(=O)Nc2ccsc2C(=O)OC)n1	-5.5	0.6%	4.5%	4.2%	?	22.0%	3.0%	-18.9%	8.0
CC(C)C(NC(=O)Nc1ccccc1)C(=O)Nc1cccc(S(=O)(=O)N(C)C)c1 (stereo not drawn)	-24.5	?	?	-7.0%	-11.3%	-7.9%	9.5%	3.2%	-12.5
COc1cc2ccccc2cc1C(=O)NC(=S)Nc1cccc(C(=O)O)c1	26.9	-5.8%	?	7.3%	-2.2%	?	1.3%	1.8%	22.2
CCCn1nnnc1SCC(=O)N1CCCC1	2.5	-3.4%	-21.2%	2.3%	-6.0%	4.3%	-0.6%	14.0%	-1.1
CCOC(=O)C(C(=O)OCC)C(C)C#CCN1CCCCC1 (stereo not drawn)	4.1	3.4%	-6.9%	3.9%	-10.1%	11.2%	-6.1%	-1.4%	1.3
O=C(NC1CCCCC1)c1ccc(-n2cnnn2)cc1	-13.5	-10.1%	-0.2%	0.9%	-1.9%	2.0%	10.1%	8.0%	-3.4
CCOc1cc(NS(=O)(=O)c2ccc(Cl)cc2)c(OCC)cc1NC(=O)CC(C)C	-13.5	5.9%	11.2µM*	?	0.2%	?	-5.1%	-4.3%	-25.4

Reprinted at random: 2 compounds from above, in no set order.
SMILES	IL-1B inflam inh	SW480 rerep	KB-V1 MDR tox	HT1080 IDH1KD tx	GLP1R cytotox	HT1080NT lethal	MCF10A rerep	KB-3-1 cytotox	D3 ag
COc1cc2ccccc2cc1C(=O)NC(=S)Nc1cccc(C(=O)O)c1	26.9	-5.8%	?	7.3%	-2.2%	?	1.3%	1.8%	22.2
CCOC(=O)C(C(=O)OCC)C(C)C#CCN1CCCCC1 (stereo not drawn)	4.1	3.4%	-6.9%	3.9%	-10.1%	11.2%	-6.1%	-1.4%	1.3
